Assay outcomes deposited in PubChem BioAssay by Broad Institute.
PglD DTNB: blocks C. jejuni PglD acetyltransferase activity; inhibition, % at 12.5 µM; purified PglD enzyme, DTNB colorimetric CoA detection; hit rate 0.098% among 360,000; in the data active = inhibition above about 16%, passing the limit was not always enough; note: strong numbers were not always called active
EWS-Fli block: blocks EWS/Fli oncoprotein-driven transcription; A673 NR0B1-luciferase reporter, viability-normalised; inhibition, % at 12.6 µM; hit rate 0.67% among 350,000; AID 651661;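 active = mean inhibition of at least 50% after viability correction, with every replicate also passing that limit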;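 note: firefly luciferase signal divided by Alamar Blue viability fluorescence both relative to DMSO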
LGR2 antag: blocks bursicon-induced cAMP signaling via Drosophila LGR2; HEK293 LGR2, CRE-luciferase, bursicon-stimulated, 4 h; AID 720647; hit rate 0.35% among 380,000; inhibition, % at 9.99 µM;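 active = drop in luminescence signal, shown as inhibition above about 50% in the replicate tests, limit read from the data, passing the limit was not always enough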;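 note: agonist challenge used bursicon conditioned medium at about half maximal strength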
PGC1a acetyl inh: lowers PGC1a acetylation signal in U2OS cells. AlphaScreen anti-acetyl-lysine; with virally co-expressed GCN5 acetyltransferase. AID 651687. hit rate 0.17% among 350,000. inhibition, % at 15.6 µM;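 active = every replicate shows inhibition of at least 40%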;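 note: 0% = neutral control wells and 100% = positive control wells; some results beyond the cut were filed as inactive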
ERAP1 HTS inh: blocks human ERAP1 aminopeptidase activity; Q9NZ08; inhibition, % at 10.7 µM; AID 652197; recombinant ERAP1, Leu-AMC fluorescence, 60 min; hit rate 0.15% among 340,000;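 active = mean replicate inhibition of at least 30%, or all replicates individually reaching that 30% level; inactive = mean below 30% and not every replicate reaching it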;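 note: 0% = neutral control wells and 100% = L-leucinethiol positive control wells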
Target sequence (Q9NZ08 whole entry, looked up): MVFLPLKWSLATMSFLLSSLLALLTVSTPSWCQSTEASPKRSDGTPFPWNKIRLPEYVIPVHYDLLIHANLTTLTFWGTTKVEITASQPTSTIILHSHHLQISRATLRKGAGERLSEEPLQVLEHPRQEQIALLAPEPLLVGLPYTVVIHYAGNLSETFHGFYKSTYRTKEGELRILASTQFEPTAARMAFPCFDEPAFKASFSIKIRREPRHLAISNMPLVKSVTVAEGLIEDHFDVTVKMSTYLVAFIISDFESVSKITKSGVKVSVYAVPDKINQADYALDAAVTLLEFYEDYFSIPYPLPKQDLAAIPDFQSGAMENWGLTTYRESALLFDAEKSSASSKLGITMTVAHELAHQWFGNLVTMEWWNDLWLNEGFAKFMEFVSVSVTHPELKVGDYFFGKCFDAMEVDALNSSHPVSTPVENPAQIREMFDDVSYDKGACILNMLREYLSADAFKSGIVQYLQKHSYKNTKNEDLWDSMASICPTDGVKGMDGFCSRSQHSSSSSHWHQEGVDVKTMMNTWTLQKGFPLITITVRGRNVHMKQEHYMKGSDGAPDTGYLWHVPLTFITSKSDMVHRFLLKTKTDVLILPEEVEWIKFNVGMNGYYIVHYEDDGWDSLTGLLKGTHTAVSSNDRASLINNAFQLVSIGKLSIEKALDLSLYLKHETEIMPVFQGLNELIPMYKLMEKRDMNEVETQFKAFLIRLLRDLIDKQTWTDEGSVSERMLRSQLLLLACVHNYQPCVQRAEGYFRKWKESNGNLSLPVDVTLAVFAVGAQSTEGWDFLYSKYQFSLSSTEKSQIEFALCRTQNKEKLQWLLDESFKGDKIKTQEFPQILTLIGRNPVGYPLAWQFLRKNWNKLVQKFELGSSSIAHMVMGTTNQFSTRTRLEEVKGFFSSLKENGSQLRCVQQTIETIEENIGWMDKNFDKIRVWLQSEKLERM
FN deposition inh: fibronectin deposition inhibition; hit rate 0.086% among 350,000; AH1F fibroblasts, Alexa488-fibronectin deposition fluorescence, overnight; AID 743247; inhibition, % at 12.6 µM;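 active = mean inhibition across replicates of 30% or more, regardless of how many single replicates reach that level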;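 note: positive control wells lacked labelled fibronectin entirely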
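Assay system: AH1F fibroblasts assembling fluorescent fibronectin matrix; Amount: 10000 AH1F cells per well; Buffer or medium: DMEM, 2% serum; Probe or stimulus: Alexa488-fibronectin, 24 nM final in well; Doses: single compound dose, delivered by pin transfer; Incubation: 1 h adhesion, overnight exposure; Measured by: fluorescence 485/525 nm; Read-out: fibronectin deposition inhibition.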
S100A4 inh HTS: inhibitors of human S100A4 binding to myosin IIA peptide. P26447. S100A4/TAMRA-MyoIIA peptide fluorescence polarization. inhibition, % at 10.7 µM. hit rate 0.14% among 360,000. AID 652163;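 active = mean inhibition of at least 70% across replicates, with every replicate also reaching that level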
Target sequence (P26447 whole entry, looked up): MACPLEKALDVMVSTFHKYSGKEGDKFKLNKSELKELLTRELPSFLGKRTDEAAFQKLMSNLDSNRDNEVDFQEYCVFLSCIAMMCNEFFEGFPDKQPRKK
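Test system: S100A4 monomer protein; Medium: HEPES pH 7.2 with CaCl2, KCl, NaCl, DTT, Triton; Probe or stimulus: TAMRA-labelled myosin IIA heavy-chain peptide probe, 5 nM; Doses: one dose per compound; Times: polarization read 5 min after assay mix addition, stable 5–60 min; Benchmarks: neutral control DMSO, positive control TFP.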
PAX8 inh HTS: inhibitors of PAX8 transcriptional activity in RMG-I cells; hit rate 1.2% among 360,000; inhibition, % at 12.6 µM; AID 652154; RMG-I TPO-luciferase reporter, SteadyGlo, 24 h;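 active = mean replicate inhibition at least 60% with every replicate also reaching 60%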;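 note: luciferase light reporting Pax8 driven TPO promoter activity; plate controls were median of neutral control wells for no effect and mitoxantrone controls for full effect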
Starred values were filed as active, the others as inactive; x = not tested or not shown; & = joins results of further samples. Compounds as they come (roughly 2.1% active in at least one column).

SMILES | PglD DTNB | EWS-Fli block | LGR2 antag | PGC1a acetyl inh | ERAP1 HTS inh | FN deposition inh | S100A4 inh HTS | PAX8 inh HTS
COCC(=O)N1C[C@@H](C)[C@@H](OC)CN(C)C(=O)c2ccc(NC(=O)Nc3cccc(F)c3)cc2OC[C@H]1C | x | -8 | -1 | -24 | x | -8 | x | x
NNC(=O)CCn1c2ccccc2c2ccccc21 | x | -2 | -19 | 0 | -5 | -4 | -3 | -2
COc1ccccc1CNC(=O)c1ccc2nc(C)c(N(C)Cc3ccc(NC(C)=O)cc3)n2c1 | 2 | -13 | -2 | -8 | -3 | 3 | -1 | -4
FC(F)(F)c1cccc(-n2cc(-c3ccccc3)[nH]c2=S)c1 | 0 | 11 | -22 | -7 | 2 | -10 | -3 | -7
Cc1ccc2c(COC(=O)c3ccccc3Br)cc(=O)oc2c1 | -4 | -58 | -130 | 7 | -2 | 10 | -1 | -75
CCC1(C)Cc2nc(Cl)c(C#N)cc2CO1 (centres undefined) | -1 | 1 | -4 | 5 | x | -5 | -1 | 4
O=C(C[C@H]1C[C@H]2c3cc(NC(=O)NC4CCCCC4)ccc3O[C@H]2[C@@H](CO)O1)NCc1ccccc1 | 0 | -1 | 3 | -2 | 1 | 1 | -4 | -7
C[C@@H]1CN([C@H](C)CO)C(=O)CCCn2nncc2CO[C@H]1CN(C)C(=O)Nc1ccc(F)cc1 | 1 | -8 | 2 | 5 | 15 | 9 | 45 | 1
O=c1[nH]c(CN2CCN(S(=O)(=O)c3ccc4c(c3)OCCO4)CC2)nc2sc3c(c12)CCCC3 | -4 | x | 6 | -5 | x | -1 | x | 13
Cc1cc(OCC(=O)NCCCN2CCCC2=O)c2c(C)c(C)c(=O)oc2c1 | -1 | -3 | 0 | -1 | 0 | 3 | 1 | -1
CN(C)Cc1c[nH]c2nccnc12 | 0 | -1 | 3 | 1 | -1 | x | -5 | 3
CC(C)C#Cc1ccc2c(c1)O[C@H](CN(C)C(=O)c1cccc(F)c1)[C@H](C)CN([C@H](C)CO)S2(=O)=O | 4 | -5 | 16 | -9 | -1 | x | 2 | x
Cc1cc(NC(=O)CSc2nnc(-c3ccccc3)c(-c3ccccc3)n2)no1 | x | 33 | -6 | -23 | -1 | -3 | -3 | 30
COc1cccc(NC(=O)c2ccccc2N2C(=O)C3C4C=CC(C4)C3C2=O)c1 (centres undefined) | 1 | x | 1 | x | -2 | x | -1 | -6
N#C[C@@H]1[C@@H](c2ccc(C#CC3CCCC3)cc2)[C@H](CO)N1S(=O)(=O)c1ccccc1 | 0 | -2 | 22 | 1 | 2 | 8 | -3 | 41
O=C(C1CC1)N1CCCCN2[C@H](CO)[C@@H](c3ccc(-c4cccc(F)c4)cc3)[C@@H]2C1 | 6 | -16 | 0 | -1 | 2 | x | 6 | -38
CCC(=O)NCCc1nc2cc(NC(=O)c3ccc(OC)cc3)ccc2n1C | 2 | x | -11 | -8 | -1 | x | -1 | x
C[C@H]1CC[C@@]2(O[C@H](CCO)C[C@@H](O)[C@@H]2O)O1 | 3 | -5 | -7 | 8 | 0 | -12 | -3 | 5
COc1ccccc1-c1nc(-c2ccc(C)nc2OC)no1 | 2 | x | x | 2 | x | 0 | x | -202
O=C(c1ccc(Cl)cc1)N1CCN(CCOc2ccccc2)CC1 | -1 | 7 | -2 | 0 | -4 | 13 | -2 | 10
Cc1cc([N+](=O)[O-])nn1CC(=O)NCc1nc2ccccc2[nH]1 | x | 2 | -9 | 4 | 1 | 7 | -3 | 9
O=C(Cn1ccc(C(F)(F)F)n1)NNC(=O)c1cccnc1 | -2 | -5 | -9 | x | 2 | 2 | -3 | 3
Cc1cccc(S(=O)(=O)NCCc2ccccc2)c1 | x | -14 | 9 | x | x | 0 | -22 | 5
COc1ccc(S(=O)(=O)N(Cc2ccco2)Cc2cc3ccccc3[nH]c2=O)cc1 | 5 | 6 | -4 | -8 | 2 | 14 | -3 | 1
O=C(C[C@H]1C[C@@H]2c3cc(NC(=O)CC4CC4)ccc3O[C@@H]2[C@H](CO)O1)NCC(F)(F)F | 0 | -1 | 3 | -5 | -4 | 4 | 0 | -8
OCC[C@H]1C[C@@H](O)[C@H](O)[C@]2(CCCCO2)O1 | 1 | -8 | 11 | -5 | -2 | 4 | 2 | 2
CCOC(=O)C(C)Oc1ccccc1C1NC(=O)NC(C)=C1C(=O)Nc1ccc(C)c(C)c1 (centres undefined) | 1 | x | -17 | 9 | x | -4 | x | x
C[C@@H]1CN([C@@H](C)CO)C(=O)c2cc(NC(=O)c3ccccc3)ccc2O[C@@H](C)CCCCO[C@H]1CN(C)Cc1ccc(C(F)(F)F)cc1 | -4 | 11 | 14 | 3 | 1 | x | -8 | 88*
Cc1ccc(-c2nn(-c3ccccc3)cc2CN(C)C(=O)CCC(=O)O)cc1C | -3 | 0 | -17 | 7 | 1 | -4 | -4 | -4
COc1ccc(N2CCN(C(=O)CNC(=O)c3ccccc3Cl)CC2)cc1 | 2 | -4 | -2 | x | 3 | -6 | -4 | -7

In a second layout: ten of the compounds above.
Molecule	PglD DTNB	EWS-Fli block	LGR2 antag	PGC1a acetyl inh	ERAP1 HTS inh	FN deposition inh	S100A4 inh HTS	PAX8 inh HTS
FC(F)(F)c1cccc(-n2cc(-c3ccccc3)[nH]c2=S)c1	0	11	-22	-7	2	-10	-3	-7
Cc1ccc2c(COC(=O)c3ccccc3Br)cc(=O)oc2c1	-4	-58	-130	7	-2	10	-1	-75
CCC1(C)Cc2nc(Cl)c(C#N)cc2CO1 (centres undefined)	-1	1	-4	5	x	-5	-1	4
O=C(C[C@H]1C[C@H]2c3cc(NC(=O)NC4CCCCC4)ccc3O[C@H]2[C@@H](CO)O1)NCc1ccccc1	0	-1	3	-2	1	1	-4	-7
C[C@@H]1CN([C@H](C)CO)C(=O)CCCn2nncc2CO[C@H]1CN(C)C(=O)Nc1ccc(F)cc1	1	-8	2	5	15	9	45	1
O=c1[nH]c(CN2CCN(S(=O)(=O)c3ccc4c(c3)OCCO4)CC2)nc2sc3c(c12)CCCC3	-4	x	6	-5	x	-1	x	13
Cc1cc(OCC(=O)NCCCN2CCCC2=O)c2c(C)c(C)c(=O)oc2c1	-1	-3	0	-1	0	3	1	-1
CN(C)Cc1c[nH]c2nccnc12	0	-1	3	1	-1	x	-5	3
CC(C)C#Cc1ccc2c(c1)O[C@H](CN(C)C(=O)c1cccc(F)c1)[C@H](C)CN([C@H](C)CO)S2(=O)=O	4	-5	16	-9	-1	x	2	x
Cc1cc(NC(=O)CSc2nnc(-c3ccccc3)c(-c3ccccc3)n2)no1	x	33	-6	-23	-1	-3	-3	30

Carrying on:
SMILES | PglD DTNB | EWS-Fli block | LGR2 antag | PGC1a acetyl inh | ERAP1 HTS inh | FN deposition inh | S100A4 inh HTS | PAX8 inh HTS
Oc1c(Cl)cc(Cl)cc1C=Nc1cc(C(F)(F)F)ccc1N1CCc2ccccc2C1 | 6 | -86 | -80 | -5 | -1 | -2 | -2 | -110
COC(=O)[C@]12C[C@H](CC(=O)NCCCCc3ccccc3)C(=O)N(CCC3=CCCCC3)C1=C[C@H](COCc1ccccc1)O[C@@H]2C | x | 2 | 18 | x | -5 | -2 | -4 | -2
C[C@@H]1CN([C@H](C)CO)S(=O)(=O)c2ccc(-c3cccc(C#N)c3)cc2O[C@@H]1CN(C)C(=O)c1ccncc1 | 0 | -17 | -1 | 0 | -1 | x | 6 | 0
C[C@@H]1CCCCO[C@@H](CN(C)Cc2ccccc2)[C@@H](C)CN([C@H](C)CO)C(=O)c2cc(NC(=O)CCCCCC(=O)Nc3ccccc3N)ccc2O1 | x | x | -14 | -7 | -1 | 0 | 15 | 17
N#C[C@@H]1[C@H](c2ccc(C3=CCCCC3)cc2)[C@H](CO)N1C(=O)C1CCOCC1 | -2 | 0 | 1 | 2 | -2 | -4 | -35 | 8
Cc1c(C2(O)CCCCC2)[nH]c2cc(C(F)(F)F)ccc12 | 2 | 11 | 30 | -3 | 11 | 7 | -3 | 3
CC(=O)Nc1cccc(C(=O)N2CCC(n3nccc3NC(=O)CC(C)C)CC2)c1 | 3 | x | 9 | x | -6 | -4 | -4 | -1
C[C@@H]1CN([C@@H](C)CO)C(=O)Cc2cc(NC(=O)NC3CCCCC3)ccc2O[C@H]1CN(C)Cc1ccncc1 | -1 | 8 | 9 | -20 | -2 | x | 47 | 0
CC=Cc1ccc2n(c1=O)C[C@@H]1[C@@H](CO)[C@H](C(=O)Nc3ccc(-c4ccccc4)cc3)[C@H]2N1CC (mixture of isomers) | x | -6 | -14 | 4 | 0 | x | 7 | 9
CN(CCN1CCOCC1)Cc1nc(-c2ccc3c(c2)OCO3)no1 | x | -5 | 1 | x | 2 | 4 | -7 | -8
C[C@H](CO)N1C[C@H](C)[C@@H](CN(C)C(=O)Nc2ccc(F)cc2)Oc2ccc(NC(=O)Nc3ccc4c(c3)OCO4)cc2CC1=O | 0 | -14 | -6 | -2 | x | x | x | 8
O=c1[nH]c2ccccc2nc1C(Nc1ccccc1)c1ccccc1 (centres undefined) | -5 | -4 | -16 | 3 | x | 4 | -1 | -2
Cc1ccc(-c2ccc([C@H]3[C@H](CO)N4C(=O)CN(C(=O)c5ccncc5)C[C@@H]34)cc2)cc1 | x | -8 | -10 | -16 | 2 | x | -32 | -4
CCCNC(=O)[C@@H]1[C@@H](CO)[C@@H]2Cn3c(ccc(-c4cccc(OC)c4)c3=O)[C@H]1N2C(=O)NCCC | 1 | -4 | 3 | x | -2 | x | 0 | x
Cc1onc(-c2ccccc2)c1C(=O)Nc1ccc(S(=O)(=O)NC(C)(C)C)cc1 | x | 2 | 18 | 3 | -2 | x | 1 | 3
COc1cccc(C(=O)Nc2nc3ccc(S(C)(=O)=O)cc3s2)c1 | 3 | -89 | -56 | -13 | 7 | 4 | -3 | 81*
Cc1ccccc1CNC(=O)C(=O)NCCC1CCCCN1S(=O)(=O)c1ccccc1 (centres undefined) | 5 | 6 | 10 | -7 | -1 | 0 | -3 | 1
O=C(Nc1ccccc1F)c1ccc(CSc2ncccn2)cc1 | 1 | -115 | -89 | -10 | 8 | -1 | 2 | -176
COc1ccc(C(=O)c2c(NC(C)=O)sc3c2CCN(C(=O)OC(C)(C)C)C3)cc1 | -5 | 12 | 0 | 23 | -1 | -5 | 0 | 20
CN(C)C(=O)c1cccc(-c2ccc(C3[C@@H]4CN(Cc5cncnc5)C[C@H]3N4)cc2)c1 (some centres undefined) | x | -2&-12 | 21&1 | 4&-1 | 2&1 | -9&-4 | -17&-12 | -7&5
O=C(CCCN1C(=O)/C(=C\c2ccccc2)SC1=S)Nc1ccc(O)cc1C(=O)O | 3 | 0 | -2 | 5 | 36* | 5 | 0 | -7
C[C@@H]1CCCCO[C@H](CN(C)C(=O)NC2CCCCC2)[C@H](C)CN([C@@H](C)CO)C(=O)c2cc(NC(=O)c3ccncc3)ccc2O1 | 2 | 2 | -21 | -12 | 1 | x | -1 | 3
COCCN(C(=O)COC(=O)/C=C/c1ccccc1Cl)c1c(N)n(Cc2ccccc2)c(=O)[nH]c1=O | -2 | 15 | 6 | x | 0 | x | 1 | 14
